# Screening results deposited in PubChem by Johns Hopkins Ion Channel Center.
# CHT inh: inhibitors of human choline transporter CHT | High affinity choline transporter 1 (Homo sapiens), Q9GZV3 | CHT-expressing cells, membrane potential dye, choline response; active compounds read low | B-score at 10 µM | 0.86% of 310,000 active;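 active = B-score over 3 SD under the library average, and starting fluorescence ratio not unusually high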;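 note: choline stimulus applied at its EC90 after an EC20 pre-addition; B-score computed on integrated fluorescence ratio after choline addition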
# Target sequence (Q9GZV3 whole entry, looked up): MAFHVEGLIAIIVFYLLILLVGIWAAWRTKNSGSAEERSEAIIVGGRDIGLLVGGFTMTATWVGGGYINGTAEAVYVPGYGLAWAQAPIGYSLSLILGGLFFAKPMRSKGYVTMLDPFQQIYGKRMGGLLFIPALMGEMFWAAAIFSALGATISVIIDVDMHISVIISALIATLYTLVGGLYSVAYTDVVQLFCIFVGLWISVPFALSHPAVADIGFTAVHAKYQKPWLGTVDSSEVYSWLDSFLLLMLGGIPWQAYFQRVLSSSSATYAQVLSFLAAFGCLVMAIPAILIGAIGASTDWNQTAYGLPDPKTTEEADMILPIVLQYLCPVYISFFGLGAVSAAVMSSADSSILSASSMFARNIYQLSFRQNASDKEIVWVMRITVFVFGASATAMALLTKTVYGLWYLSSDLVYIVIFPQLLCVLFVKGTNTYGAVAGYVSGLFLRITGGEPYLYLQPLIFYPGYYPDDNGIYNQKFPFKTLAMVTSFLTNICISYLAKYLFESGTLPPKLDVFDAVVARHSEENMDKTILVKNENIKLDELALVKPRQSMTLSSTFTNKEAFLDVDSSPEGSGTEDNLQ
# KCNQ2 inh: KCNQ2 potassium channel inhibitors, primary screen, cell-based, CHO-K1, FluxOR thallium flux, B-score (AID 2156); Potassium voltage-gated channel subfamily KQT member 2 (Rattus norvegicus), O88943; 20 min; active compounds read low; B-score at 10 µM; 1.1% of 310,000 active;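 active = fluorescence ratio B-score at most minus 3 library SDs, with starting brightness B-score within 2 library SDs, cut at about -5.5 in these data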
# The depositor's hits bear a star; i = inactive; / = no result given. Not a hit list; overall some 1.9% were active at least once.
# Results follow in this order: CHT inh	KCNQ2 inh
- Cc1ccc2c(c1)C(O)(CC(=O)c1ccc3c(c1)OCO3)C(=O)N2 (configuration not stated)
    i	i
- COc1ccc2oc(-c3ccccc3)c(C(=O)N3CCOCC3)c2c1
    i	i
- COc1ccc(C)cc1S(=O)(=O)N1CCC(C(=O)N2CCOCC2)CC1
    i	i
- Cc1ccc(OCCSc2ncnc3nc[nH]c23)cc1
    i	i
- COc1ccccc1-n1c(CNc2c(C)cccc2C)nnc1SCC(=O)N1CCOCC1
    i	i
- Cc1onc(-c2ccccc2Cl)c1C(=O)Nc1nnc(C(C)C)s1
    i	i
- O=C(CN(CC1CCCO1)C(=O)CCC(=O)Nc1nccs1)NCC1CCCO1 (configuration not stated)
    i	i
- Cc1ccc(CN(C(=O)COc2cccc(C)c2C)C2CCS(=O)(=O)C2)o1 (configuration not stated)
    i	i
- O=C(CSC1=NS(=O)(=O)c2cc(Cl)ccc2N1)Nc1ccccc1C(F)(F)F
    i	i
- Cn1nnc2cc(C(=O)NC3CC3)ccc21
    i	i

# Next part:
# Results follow in this order: CHT inh	KCNQ2 inh
- CCc1ccc(NC(=S)Nn2cnnc2)cc1
    i	i
- O=C(Nc1ccccn1)c1cccnc1
    i	i
- Cc1ccc(Cn2c(SCC(=O)N/N=C/c3ccc(C)o3)nc3ccccc32)cc1
    i	i
- COc1ccc(S(=O)(=O)N2CCCCC2)cc1NC(=O)C1CC(=O)N(c2ccc3c(c2)OCCO3)C1 (configuration not stated)
    i	i
- CCCCCOC(=O)c1ccc(NC(=O)c2cccc(NC(=O)c3ccccc3C(=O)O)c2)cc1
    i	i
- CC(=O)Nc1ccc(S(=O)(=O)Nc2nc3ccc([N+](=O)[O-])cc3s2)cc1
    i	i
- CC1(C)CC(NC(=O)COc2ccc([N+](=O)[O-])cc2)CC(C)(C)N1
    i	i
- Cc1ccc(C)c(CN2CCC(CNC(=O)Nc3ccc(C)c(F)c3)CC2)c1
    i	i
- O=C(NNC(=S)Nc1ccc(F)c(Cl)c1)c1ccccc1Br
    i	i
- O=C(CN1CCC(NC(=O)Cc2ccccc2)CC1)Nc1cccc2ccccc12
    i	i

# (more compounds)
# Results follow in this order: CHT inh	KCNQ2 inh
- O=C(Nc1ccccc1N1CCN(C(=O)c2ccccc2)CC1)c1ccccc1Cl
    i	i
- COc1ccc(C(=O)NC(=S)Nc2ccc3c(c2)Cc2ccccc2-3)cc1
    i	/
- Cc1cccc(Cn2c(C)c(C)c3cc(C(=O)NCCN4CCOCC4)ccc32)c1
    i	i
- Cc1ccc(NC(=O)Cc2ccc(Cl)cc2)nc1
    i	i
- CCCOc1cc(CN2CCCCC2)cc(C(C)=O)c1
    i	i
- Cc1nn(-c2ccccc2)c(Oc2ccccc2)c1C=O
    i	i
- COc1ccc(C2=NCCc3cc(OC)c(OC)cc32)cc1
    i	i
- NC(=O)[C@@H]1CCCCNc2c(F)cc([N+](=O)[O-])cc2C(=O)N[C@@H](CC(=O)O)C(=O)N[C@@H](CCC(=O)O)C(=O)N1
    i	i
- CCc1ccc(/C(C)=N\Nc2ccc([N+](=O)[O-])cc2)cc1
    i	i
- CCO[C@H]1OC(C(=O)N2CCCCCCC2)=C[C@@H](C2CCCCC2)[C@@H]1CCCO
    i	i

# (next part)
# Results follow in this order: CHT inh	KCNQ2 inh
- Cc1ccc(-c2ccc(=O)n(CC(=O)NCCN(C)C)n2)cc1
    i	i
- Cc1occc1C(=O)NCCCCc1ccccc1
    i	i
- O=C(COC(=O)C1CC2CCCC(C1)C2=O)NC(=O)c1ccc(OC(F)F)cc1 (configuration not stated)
    i	i
- CC(=O)NCc1ccc(S(=O)(=O)N2CCN(c3ccccn3)CC2)cc1
    i	i
- N#CCSc1nc(-c2ccccc2)nc2ccc(F)cc12
    i	i
- FC(F)(F)c1nc(Oc2ccccc2)c2ccccc2n1
    i	i
- CC1CCCN(C(=O)NC(=O)c2ccc(Cl)cc2)C1 (configuration not stated)
    i	i
- CCOC(=O)c1ccc(NC(=O)c2ccc(C)c(S(=O)(=O)N3CCOCC3)c2)cc1
    -5.5*	i
- CCOC(=O)C1(Cc2cccc(F)c2)CCN(C(=O)c2cscn2)CC1
    i	i
- Clc1ccccc1OCCCn1ccnc1
    i	i

# Next entries:
# Results follow in this order: CHT inh	KCNQ2 inh
- O=C1NC2=C(C(=O)CCC2)C(c2ccccc2Cl)N1 (configuration not stated)
    i	i
- CC1Cc2ccccc2N1C1=CC(=O)CCC1 (configuration not stated)
    i	i
- Cc1c(NC(=O)c2cc3ccccc3o2)c(=O)n(-c2ccccc2)n1C
    i	i
- COc1cccc(/C=N/NC(=O)CN(C2=NS(=O)(=O)c3ccccc32)c2ccccc2)c1
    i	i
- COc1ccc(N2C(=O)C3CCCN3C2=S)cc1 (configuration not stated)
    i	i
- CC(=O)Nc1ccc(S(=O)(=O)NCC(CCC(=O)O)C(F)(F)F)cc1 (configuration not stated)
    i	i
- CCOc1ccccc1-c1cc(C(=O)N/N=C(\C)c2cccnc2)c2ccccc2n1
    i	i
- COc1cccc(-n2c(SCC(=O)NC3CCCCC3)nc3n[nH]c(C)c3c2=N)c1
    i	i
- CCc1c(C)[nH]n(-c2nc(-c3cccc([N+](=O)[O-])c3)cs2)c1=O
    i	i
- COc1ccc(Cl)cc1NC(=O)CCn1c(=O)oc2ccccc21
    i	i

# More compounds:
# Results follow in this order: CHT inh	KCNQ2 inh
- COc1ccc(NC(=S)NNC(=O)CCn2cc([N+](=O)[O-])cn2)cc1
    i	i
- Cc1ccc(N(CC(=O)N/N=C/c2ccc(OC3CSC3)cc2)S(=O)(=O)c2ccccc2)c(C)c1
    i	i
- CCc1ccc(OCCn2ccnc2)cc1
    i	i
- COc1ccc(NC2CCCN(C(=O)c3cccnc3)C2)cc1 (configuration not stated)
    i	i
- Cc1nnc(SCCCN2C(=O)c3ccccc3C2=O)o1
    i	i
- COc1ccc(-c2nc(CSCC(=O)NCc3ccc4c(c3)OCO4)c(C)o2)cc1
    i	i
- O=C(NC(=O)c1ccccc1)Nc1ccc(-c2cnco2)cc1
    i	i
- COc1cccc(OCc2cc(C(=O)NC(C)c3cnn(C)c3C)no2)c1 (configuration not stated)
    i	i
- CC1CN(Cc2ccccc2)C(C)CC1O (configuration not stated)
    i	i
- COc1ccc(/C=C(/NC(=O)c2cccs2)C(=O)Nc2ccc(C)cc2)cc1OC
    i	i

# Later entries.
# Results follow in this order: CHT inh	KCNQ2 inh
- CC(=O)Nc1c([N+](=O)[O-])cc(C)c(Cl)c1[N+](=O)[O-]
    i	i
- Cc1csc(Sc2ccc(S(=O)(=O)N3CCCC3)cn2)n1
    i	i
- CC1CCc2c(sc(NC(=O)CSc3nc4c(c(C(F)(F)F)n3)CCc3ccccc3-4)c2C(N)=O)C1 (configuration not stated)
    i	i
- Cc1ccc(NC(=O)[C@H](C)NC(=O)C2CCN(C(=O)[C@H](CC(C)C)NC(=O)OC(C)(C)C)CC2)cc1
    i	i
- CC(C)(C)c1ccc(C(=O)NCC(=O)N2CCCCCC2)cc1
    i	i
- CCOc1ccc(NC(=S)N(CCCN2CCCC2)Cc2cccn2Cc2ccc(Cl)cc2)cc1
    i	i
- C/C(Cc1ccccc1)=N\NC(=O)CNC(=O)/C=C\c1ccccc1
    i	i
- CCCSCCCNC(=O)Cn1cc2c(n1)CCCCC2
    i	i
- COc1ccc(CNC(C)CCc2ccccc2)cc1 (configuration not stated)
    i	i
- CCc1ccccc1NC(=O)N1CCc2ccccc2C1
    i	i

# Going on with the list:
# Results follow in this order: CHT inh	KCNQ2 inh
- Cc1c(-c2ccccc2)nc(N)c(C#N)c1-c1cccs1
    i	i
- C[C@@]12C(=O)Nc3cc(Cl)ccc3C(=O)N1[C@H]1c3ccccc3OC[C@@H]1[C@@H]2c1ccccc1
    i	/
- COC(=O)C1CCN(S(=O)(=O)CCNC(=O)c2cccc(OC)c2)CC1
    i	i
- CCCCN(CCCC)C(=S)N/N=C/c1c(C)[nH]n(-c2ccccc2)c1=O
    i	i
- C=CCn1c(CCNC(=O)c2cccs2)nnc1SCC(=O)Nc1cccc(F)c1
    i	i
- NC(=O)C1CCCN(Cc2ccc(Cl)cc2)C1 (configuration not stated)
    i	i
- C/C(=N/N=C(/N)SCc1ccccc1)C(C)(C)C
    i	i
- CCC(C)n1[nH]c(=O)c2c(C)cc(C)nc21 (configuration not stated)
    i	i
- O=C(Nc1c[nH]c(=O)[nH]c1=O)c1ccccc1Br
    i	i
- O=C(CSc1nnc(-c2ccncc2)o1)Nc1nncs1
    i	i

# The listing continues:
# Results follow in this order: CHT inh	KCNQ2 inh
- CCOc1ccc(S(=O)(=O)Nc2cc(SCC(=O)O)c(O)c3ccccc23)cc1
    i	i
- COc1ccc(Cl)cc1NC(=O)CCCC(=O)c1ccccc1
    i	i
- CC1CN(C(=O)C(C)N2CCN(c3cccc(Cl)c3)CC2)CC(C)O1 (configuration not stated)
    i	i
- O=C(C(NS(=O)(=O)c1cccs1)c1ccccc1)N1CCN(c2ccccc2)CC1 (configuration not stated)
    i	i
- CC1CCCC(C)N1C(=O)COc1ccc(C(=O)Nc2ccccc2N2CCOCC2)cc1 (configuration not stated)
    i	i
- CC(C)NC(=O)NC(=O)COC(=O)/C=C/c1ccccc1[N+](=O)[O-]
    i	i
- Cc1ccc(C(=O)Nc2c(C)cc(-c3ccc(Cl)cc3)oc2=O)cc1
    i	i
- COc1cccc(OCC(O)CN2CCN(c3ncccn3)CC2)c1 (configuration not stated)
    i	i
- COc1ccc(CN2C(=NC(=O)C3CCCO3)SC3CS(=O)(=O)CC32)cc1OC (configuration not stated)
    i	i
- CCOc1ccc(CCNC(=O)C2=C(C)C(=O)OC23CCC(C)CC3)cc1OCC (configuration not stated)
    i	i

# The results go on:
# Results follow in this order: CHT inh	KCNQ2 inh
- CCOC(=O)c1cn2nc(Oc3ccc(NC(C)=O)cc3)ccc2n1
    i	i
- CCC(Oc1ccccc1)C(=O)Nc1ccsc1C(=O)OC (configuration not stated)
    i	i
- COc1cc(NC(=S)N2CCN(CCO)CC2)c(OC)cc1Cl
    i	i
- N#CCC(=O)Nc1ccc(C(=O)OCC(=O)NCCCc2ccccc2)cc1
    i	i
- COc1cccc(-n2c(=O)n(Cc3ccccc3)c(=O)c3[nH]cnc32)c1
    i	i
- COc1ccc2[nH]c(C(=O)N(C)c3ccc(F)cc3F)cc2c1
    i	i
- Cc1cccc(OCC(=O)Nc2ccc3c(c2)nc(CCN2CCN(C)CC2)n3C)c1
    i	i
- C#CCOCCOCCOCCNc1nc(N2CCN(C(=O)C(CCC(=O)O)n3cc(C(N)CC(C)C)nn3)CC2)nc(N2CCN(C(=O)C(Cc3cc4ccccc4[nH]3)n3cc(C(N)Cc4ccc(O)cc4)nn3)CC2)n1 (configuration not stated)
    i	i
- COc1ccccc1CC(=O)NNC(=O)c1ccc(C(C)(C)C)cc1
    i	i
- CN(C)c1ccc2c3c(ccc(N(C)C)c13)COC2
    i	i

# Some of the entries above in a different format.
CHT inh | KCNQ2 inh | mol
i | i | CCC(Oc1ccccc1)C(=O)Nc1ccsc1C(=O)OC (configuration not stated)
i | i | COc1cc(NC(=S)N2CCN(CCO)CC2)c(OC)cc1Cl
i | i | CN(C)c1ccc2c3c(ccc(N(C)C)c13)COC2
i | i | N#CCC(=O)Nc1ccc(C(=O)OCC(=O)NCCCc2ccccc2)cc1

# (next part)
# Results follow in this order: CHT inh	KCNQ2 inh
- Cc1ccc(N(C(=O)c2sc(C)nc2C)C(C(=O)NCc2ccco2)c2ccccc2)cc1 (configuration not stated)
    i	i
- Cc1cccc(CN2C(=O)NC(c3ccccc3)(c3ccccc3)C2=O)c1
    i	i
- Cc1cc(C)cc(NC(=O)CN2CCN(c3ccccc3)CC2)c1
    i	i
- Cc1cc(C)c(OCCCCCNCCO)c(C)c1
    i	i
- COC(=O)C1=C(C)N(Cc2ccc(C)cc2)C(=O)/C1=C\c1cc(OC)c(OC)c(OC)c1
    i	i
- Cc1cccc(C)c1NC(=O)C1(NC(=O)C2CCC(=O)N2)CCCCC1 (configuration not stated)
    i	i
- c1ccc(-c2cc(N3CCCCC3)c3ccccc3n2)cc1
    i	i
- COc1ccc(C2=NO[C@@H]3C(=O)N(C4CCCCC4)C(=O)[C@H]23)cc1OC
    i	i
- C/C(=C\C(=O)c1ccc(Br)cc1)NCc1ccccc1
    i	i
- COC(=O)C(Cc1cnc(Cl)s1)(C(=O)OC)c1ccccc1[N+](=O)[O-]
    i	i

# The list goes on:
# Results follow in this order: CHT inh	KCNQ2 inh
- Cc1cccn2c(NCc3ccc4c(c3)OCO4)c(-c3ccc(O)cc3)nc12
    i	i
- Nn1c(SC/C=C/c2ccccc2)nnc1-c1ccco1
    i	i
- COc1ccc(CN2C=C3C(=O)C(C)(OC(=O)CCc4ccccc4)C(=O)C=C3C=C2c2ccc(C#N)cc2)cc1 (configuration not stated)
    i	i
- COCCNC(=O)c1onc(CSc2cc(C)cc(C)c2)c1C(=O)NCCOC
    i	i
- O=C(C[n+]1ccccc1)Nc1cc(C(F)(F)F)ccc1Cl
    i	i
- Cc1c(C(=O)Nc2ccc(Cc3ccncc3)cc2)cccc1[N+](=O)[O-]
    i	i
- O=C(NNC(=O)c1sccc1-n1cccc1)Nc1ccccc1
    i	i
- COc1ccc(CCNC(=O)COC(=O)Cc2cccc3ccccc23)cc1
    i	i
- CNC(=O)c1c(I)c(C(=O)NCC(=O)Nc2c(I)c(C(=O)O)c(I)c(C(=O)NCCO)c2I)c(I)c(N(C)C(C)=O)c1I
    i	/
- CS(=O)(=O)N(CC(O)Cn1c2ccccc2c2ccccc21)c1cccc2ccccc12 (configuration not stated)
    i	i
- CCOC(=O)c1n[nH]n2c1nc(=S)c1ccccc12
    i	i
- Cc1cc2ncn(/N=C/c3cc(Br)ccc3O)c2cc1C
    /	i
- CCN(c1ccccc1)S(=O)(=O)c1ccc(C(=O)Oc2ccc(C(C)=O)cc2)cc1
    i	i
